Assay outcomes as filed in PubChem BioAssay.
TbHK1 inh: blocks Trypanosoma brucei hexokinase 1 activity; 220,000 tested, 0.11% active; recombinant TbHK1, G6PDH-coupled NADH A340; inhibition, % at 10 µM; AID 1430;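 active = inhibition of 50% or more in the single-dose primary screen; inactive = inhibition below 50%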
m-calpain inh: blocks pig calpain II enzyme activity; purified calpain II, fluorogenic peptide substrate, 30 min; inhibition, % at 16 µM; 220,000 tested, 0.37% active;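 active = inhibition above about 50%, limit read from the data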
p47phox inh: blocks human p47phox regulatory protein of NADPH oxidases. inhibition, % at 24.7 µM. p47phox/p22phox peptide binding, fluorescence polarization, 2 h. 220,000 tested, 0.53% active;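 active = inhibition above about 30%, limit read from the data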;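 also: 0% = p47phox with labelled peptide and 100% = labelled peptide alone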
Runt-SMMHC FRET: inhibitors of human RUNX1 Runt domain binding to CBFb-SMMHC; Q01196+Q13951; Cerulean-Runt/Venus-CBFb-SMMHC FRET ratio 530/480, 1 h; inhibition, % at 20 µM; 220,000 tested, 0.74% active;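 active = mean inhibition across duplicate retests at 20 µM reaching about 50%, limit read from the data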;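 also: 0% = DMSO wells and 100% = wells with excess untagged CBFb-SMMHC; inhibitors lower the FRET ratio by blocking Runt binding to CBFb-SMMHC; some results filed as inactive read as strong as hits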
RBBP9 inh: inhibitors of human serine hydrolase RBBP9; O75884; recombinant RBBP9, FP-Rh probe fluorescence polarization; inhibition, % at 7.94 µM; 220,000 tested, 0.2% active;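 active = inhibition above the campaign mean of all tested compounds plus 3 SD, cut at about 14% in these data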;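 also: plate controls were DMSO wells with RBBP9 for no effect and wells lacking RBBP9 protein for full effect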
Target sequence (O75884 whole entry, looked up): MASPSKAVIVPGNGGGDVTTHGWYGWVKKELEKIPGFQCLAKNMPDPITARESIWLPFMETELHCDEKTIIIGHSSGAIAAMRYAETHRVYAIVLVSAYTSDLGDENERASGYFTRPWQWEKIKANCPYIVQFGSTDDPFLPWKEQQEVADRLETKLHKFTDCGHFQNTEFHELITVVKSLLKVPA
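system = RBBP9 protein | input = RBBP9 at 2.5 µM in dispensed solution, before mixing | measured by = fluorescence polarization (mP), excitation 525 nm, emission 598 nm | incubation = enzyme-compound preincubation 30 min, then probe labeling 45 min, 25 °C | buffer or medium = Tris-NaCl-Pluronic buffer, pH 8.0 | compound = single dose 7.94 µM | also added = FP-Rh probe, 375 nM dispensing solution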
p97 ATPase inh: human p97 ATPase inhibition; AID 1481; 220,000 tested, 0.42% active; P55072; recombinant p97 ATPase, Kinase-Glo ATP luminescence, 3 h; inhibition, % at 8 µM; in the data active = inhibition above about 15%;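 also: 0% = DMSO vehicle and 100% = wells lacking enzyme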
Target sequence (P55072 whole entry, looked up): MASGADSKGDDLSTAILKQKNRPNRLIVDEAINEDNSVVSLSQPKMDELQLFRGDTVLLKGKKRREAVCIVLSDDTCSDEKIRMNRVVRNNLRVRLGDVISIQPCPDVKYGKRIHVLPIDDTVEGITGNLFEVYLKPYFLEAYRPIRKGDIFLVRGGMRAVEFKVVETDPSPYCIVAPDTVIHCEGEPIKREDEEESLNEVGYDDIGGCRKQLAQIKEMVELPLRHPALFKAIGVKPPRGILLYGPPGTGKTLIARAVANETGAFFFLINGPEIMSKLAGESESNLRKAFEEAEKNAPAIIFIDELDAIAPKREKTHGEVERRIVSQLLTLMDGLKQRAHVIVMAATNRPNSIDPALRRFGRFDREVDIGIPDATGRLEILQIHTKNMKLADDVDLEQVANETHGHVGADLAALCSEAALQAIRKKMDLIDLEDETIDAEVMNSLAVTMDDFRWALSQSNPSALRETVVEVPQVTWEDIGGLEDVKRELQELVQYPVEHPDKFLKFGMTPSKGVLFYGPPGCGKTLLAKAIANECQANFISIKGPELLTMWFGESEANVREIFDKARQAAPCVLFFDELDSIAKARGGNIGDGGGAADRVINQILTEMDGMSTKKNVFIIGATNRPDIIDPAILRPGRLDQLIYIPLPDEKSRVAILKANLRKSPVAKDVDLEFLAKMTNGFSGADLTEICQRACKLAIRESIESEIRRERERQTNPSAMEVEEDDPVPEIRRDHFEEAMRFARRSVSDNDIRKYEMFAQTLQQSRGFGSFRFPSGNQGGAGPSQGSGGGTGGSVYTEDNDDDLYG
EBV gp42 inh: EBV gp42 inhibition. Fluorescence polarization binding assay, mP read-out. inhibition, % (tested at 21.74 µM). AID 1085. Q1HVG2. 220,000 tested, 0.42% active; in the data active = inhibition above about 50%
Furin inh: human furin inhibition | P09958 | purified furin, fluorogenic substrate cleavage | inhibition, % at 30 µM | 220,000 tested, 0.061% active | AID 463115; in the data active = inhibition above about 25%; also: inactives centre near -15
Runt-CBFb FRET: blocks binding of human RUNX1 Runt domain to CBFb; Q01196+Q13951; Cerulean-Runt/Venus-CBFb FRET ratio 530/480, 1 h; inhibition, % at 20 µM; 220,000 tested, 0.46% active; AID 1496;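 active = inhibition over about 50% at 20 µM in the single-dose screen, limit read from the data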;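 also: 0% = DMSO wells and 100% = excess unlabeled CBFb competitor control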
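Measured by: fluorescence energy transfer, 422 nm excitation, 530/480 nm emission; test system: Cerulean-tagged RUNX1 Runt domain (FRET donor) fusion protein; buffer or medium: Tris pH 7.5 buffer with BSA; compound: one dose, 20 µM compound, 1% DMSO; times: two 1 h room-temperature incubations shielded from light; benchmarks: unlabeled CBFb 5 µM, positive control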
* hit, by the source's call; · = no result given; [ ] = dose if it differs, or a comment. Random draw from the library; overall some 2.7% were active at least once.

canonical_smiles,TbHK1 inh,m-calpain inh,p47phox inh,Runt-SMMHC FRET,RBBP9 inh,p97 ATPase inh,EBV gp42 inh,Furin inh,Runt-CBFb FRET
Cc1ccc(C(=O)COc2nc(C)cc(C)c2C#N)cc1,-1,8,-1,0,-8,-4,-7,-2[20 µM],-1
O=C(COC(=O)/C=C/c1cccs1)NC1CC1,-10,18,-6,4,0,4,-12,-22,-1
O=C(NC1CCCC1)C(c1cccs1)N(CC1CCCO1)C(=O)Cc1cccs1 (stereo not given),8,15,-13,-1,-2,-8,-17,-4[20 µM],-1
CCCn1c(=C(C#N)C#N)s/c(=C2\C=Cc3ccccc3N2CC)c1=O,23,-6,37*,-11,-5,1,53*,-9,-4
O=C(COc1ccccc1F)NNC(=O)c1ccc(N2CCCCC2)c([N+](=O)[O-])c1,-7,39,-44,-1,-5,-7,1,-13,-2
COc1ccc(N/C(=C/[N+](=O)[O-])SC)cc1,-28,14,-1,2,-3,-2,-9,-4,1
COc1ccc(C(C(=O)NC2CCCCC2)N(C(=O)c2sc(C)nc2C)c2ccc(OC)cc2)cc1 (stereo not given),-3,-12,19,-11,-2,3,-11,-21[20 µM],-8
CC(=O)OC(COc1ccccc1)Cn1cnc2cc(C)c(C)cc21 (stereo not given),9,-6,-6,-6,-2,-2,-5,-34,·
Cn1nc(C(F)(F)F)c(CNC(=O)C(C)(C)CCl)c1N1CCOCC1,-3,6,-1,4,0,0,-9,-20,-1
CC(C)(C)NC(=O)NC(=O)COC(=O)Cn1c(C(F)(F)F)nc2ccccc21,7,-3,-1,3,7,1,-7,-15,-1
Cc1cc(NC(=O)CCCC(=O)N(CC(=O)NC2CCCCC2)c2ccccc2)no1,9,-19,-19,2,-10,-1,-20,-11,1
CCC(C)NC(=O)CNS(=O)(=O)c1ccc(C)cc1 (stereo not given),3,-14,-10,1,-13,-6,-9,-18[20 µM],0
C=CCNC(=O)COC(=O)COc1ccc(Cl)cc1C,-3,-14,-4,-3,7,3,-26,-9[20 µM],1
O=C(N=Nc1c(O)n(Cc2ccccc2)c2ccccc12)c1ccc(O)cc1,35,-18,-3,-1,-14,-7,1,-8,-3
CC(C)N1CCN(Cc2coc3ccccc3c2=O)CC1CCO (stereo not given),-5,-14,-3,-7,-2,4,-10,-12,1
Cc1ccc(C(=O)O)cc1NC(=O)CCc1ccccc1,-5,-12,-59,-2,-7,4,-32,-22,-2
Cc1cccc(C)c1OCC(=O)NNC(=O)Nc1ccc(Cl)cc1,-1,10,1,1,0,2,-24,-17[20 µM],0
COc1ccc(NC(=O)c2ccc(C(=O)c3ccccc3)o2)cc1,3,9,3,-4,-1,2,-8,-9[20 µM],0
O=C(CCn1cccc(C(F)(F)F)c1=O)Nc1cccc(C(F)(F)F)c1,3,-19,1,1,-8,1,-6,-7,-1
COc1ccc(CCNC(=O)C(=O)NCC2OCCN2S(=O)(=O)c2ccc(Br)cc2)cc1OC (stereo not given),-6,-4,-6,5,-4,1,-7,-21,-8
CC(C)CN(C(=O)CN1CCC(C)CC1)c1c(N)n(CC(C)C)c(=O)[nH]c1=O,-2,3,7,2,0,5,-6,-11,-1
Nn1c(SCC(=O)NCCC2=CCCCC2)nnc1C(F)(F)F,-10,10,-6,2,1,3,4,-14[20 µM],1
COC(=O)c1ccc(NC(=O)CN(Cc2ccc(Cl)cc2)S(C)(=O)=O)cc1,22,-14,-14,0,-12,-3,-4,-5[20 µM],2
O=C(c1ccc2c(c1)OCO2)N1CCN(c2ccccn2)CC1,3,-4,-10,2,3,4,-18,-13,-1
CCCS(=O)(=O)c1nnnn1-c1cccc(OC)c1,0,-14,-4,-8,-1,3,-24,-6,-3

Brought forward from above: 2 entries, then new ones.
canonical_smiles,TbHK1 inh,m-calpain inh,p47phox inh,Runt-SMMHC FRET,RBBP9 inh,p97 ATPase inh,EBV gp42 inh,Furin inh,Runt-CBFb FRET
O=C(c1ccc2c(c1)OCO2)N1CCN(c2ccccn2)CC1,3,-4,-10,2,3,4,-18,-13,-1
CCCS(=O)(=O)c1nnnn1-c1cccc(OC)c1,0,-14,-4,-8,-1,3,-24,-6,-3
Cc1cccc(NC(=S)N2CCN(c3cc(C)ccc3C)CC2)c1,33,35,7,3,-7,-2,-8,3,-1
COc1cccc(CN2CCN(CCc3ccccc3)C(CCO)C2)c1OC (stereo not given),7,30,1,-4,4,-5,-12,-10,0
Cn1ccnc1SC(=O)N1c2ccccc2Sc2ccccc21,-7,-9,-8,0,0,-2,2,-7[20 µM],2
CSc1nc2nc3c(cc2c(=O)n1-c1ccccc1)COC(C)(C)C3,-9,11,11,-2,6,3,-11,-12,-2
CS(=O)(=O)N(CC(=O)Nc1ccc2c(c1)OCO2)c1ccc2c(c1)OCO2,-4,-1,-4,1,-1,0,-21,-1[20 µM],0
CC1(C)Cc2c(sc3nc(-c4ccccc4)n(N)c(=O)c23)CO1,-15,-30,-14,-4,11,5,-11,-20[20 µM],-3
Cc1ccc(S(=O)(=O)N[C@H](C(=O)OCn2nnc3ccccc3c2=O)C(C)C)cc1,-3,6,1,0,3,-7,-20,-5[20 µM],-2
Cc1ccc(-c2c[n+]3c(n2-c2ccccc2)CCC3)cc1,6,9,-1,-2,-10,-2,-8,-25,-1
CC(=O)NNC(=O)c1cc2sccc2s1,-14,12,16,-6,-7,7,1,-7,-1
CCOc1cccc(=O)c2c(C)oc(C)c12,-16,-9,1,0,-5,-1,40,-6[20 µM],1
CC(=O)NC(Cc1ccccc1F)C(=O)NC1CCN(C(=O)c2cnccn2)CC1 (stereo not given),3,-41,3,-3,-7,-4,8,-8,-1
C/C(CC(=O)NCc1ccc(F)cc1)=N\NC(N)=S,7,40,3,3,1,-2,-7,-18,0
CS(=O)(=O)c1ccc2nc(NC(=O)C3COc4ccccc4O3)sc2c1 (stereo not given),11,4,-4,1,3,-1,-14,-19,-1
C=CC(=O)N1C/C=C\C(c2ccc(OC)cc2)N(Cc2ccc(F)cc2)C(=O)C1 (stereo not given),-8,17,3,-3,·,·,-24,-11,2
O=C(CSc1ncc(C(F)(F)F)cc1Cl)N1CCN(S(=O)(=O)c2ccc(Cl)cc2)CC1,-4,46,-16,1,0,0,-16,-19[20 µM],-4
CCOc1ccc(N=C2NC(=O)S/C2=C\c2ccc(N(C)C)cc2)cc1,0,5,-28,-124,1,0,54*,-11[20 µM],-282
CN(C(=O)Nc1cnccc1C(F)(F)F)C1CCCCC1,-4,-14,-14,3,-1,3,-7,-14,-1
C/C(=C/C(=O)O)C(=O)Nc1cccc(C(F)(F)F)c1,8,9,2,-1,-7,-6,-3,-10,0
Cc1cc(C)n(CC(C)NC(=O)CCc2nnc(CCc3ccccc3)o2)n1 (stereo not given),2,-16,6,-4,7,1,-6,-24,2
Cc1ccc(C2N(c3ccc(Cl)c(Cl)c3)C(=O)C3CCCN32)o1 (stereo not given),0,-43,-23,-1,1,5,-4,-8[20 µM],3
CCOc1[nH]c(/N=C/c2ccco2)c(C#N)c1C#N,1,-17,-7,-9,-3,6,34,-20,1
CC(C)(C)c1ccc(Oc2ccc(N)cc2)cc1,-1,6,-13,-3,-6,0,5,-13,-3
CC(=O)Nc1ccc(S(=O)(=O)N2CCN(c3ccc(C)c(Cl)c3)CC2)cc1,-12,1,3,0,-3,-7,1,-9,4
CCN(C(=S)NCc1ccccc1)c1ccccc1,-3,-16,·,2,3,0,-19,-11,1
O=c1cc(N2CCN(Cc3ccccc3)CC2)[nH]c(=O)n1-c1ccc(Br)cc1,-7,14,0,0,-3,3,-9,-32,3
O=C(CSc1nc2ccc(Cl)cc2[nH]1)NCc1ccco1,5,-15,-13,28,3,6,-9,-16[20 µM],13
COc1ccc(/C=N/N=C2/NC(=O)C(c3ccccc3)S2)c(OC)c1 (stereo not given),-16,0,9,-4,-5,1,-11,-10[20 µM],-2
CCn1c(SCC(=O)NCC2CCCO2)nnc1-c1ccccc1 (stereo not given),-13,-26,-2,-2,-1,-1,11,-18[20 µM],2
Cc1nc2nc(COc3ccccc3)[nH]n2c(=O)c1Cl,-4,-2,-9,2,2,1,-18,-28,1
Cc1ccc(S(=O)(=O)N/N=C2/CCCCC2C2CCCCC2)cc1[N+](=O)[O-] (stereo not given),3,4,-1,0,-6,9,-30,-18,-2
COc1cc(C(=O)NCCC2=CCCCC2)cc(OC)c1OC,0,22,-6,2,0,7,-6,-23,-2
NS(=O)(=O)c1ccc(CCNC(=O)C2CCN(S(=O)(=O)c3ccc(Br)s3)CC2)cc1,-5,-22,-15,3,-2,6,8,-33,-1
CCOC(=O)c1[nH]c2ccc(OC)cc2c1NS(=O)(=O)c1ccc(OC)cc1OC,23,-98,-5,-1,6,-1,-14,3,-2
O=C(N/N=C/c1ccsc1)C1CC1,2,-29,-3,-7,-2,5,-2,-33,0
Cc1cc(C)c2c(N)c(C(=O)NN)sc2n1,-23,4,-98,4,7,7,-1,-12,5
O=C(Nc1ccc(F)cc1)C1CCN(S(=O)(=O)c2cccs2)CC1,7,14,-6,-1,0,-5,-1,-2,2
C/C(=N\Nc1cc(N2CCOCC2)ncn1)c1cccc([N+](=O)[O-])c1,-19,-24,-15,·,-4,1,-9,-8,·
COc1cc(NC(=S)NN2CCOCC2)cc(OC)c1,2,·,·,·,-6,-8,·,-2[20 µM],·
O=C(COC(=O)c1cccc(Br)c1)Nc1cccc2c1C(=O)c1ccccc1C2=O,3,-5,·,-14,5,1,-12,-25,-6
Cc1cccc(CN2C(=O)N/C(=C/c3cc(C)n(-c4cc(C)ccn4)c3C)C2=O)c1,-34,-106,-46,3,2,1,11,-14[20 µM],2
NS(=O)(=O)c1ccc(NC(=O)CSc2nnc(-c3cnccn3)n2-c2ccccc2)cc1,-2,-12,-20,-2,-2,3,-16,-15[20 µM],1
N#Cc1nc(-c2ccc(OCc3ccccc3)cc2)oc1NCCN1CCOCC1,-25,-99,-12,1,-1,-5,-8,-31,-1
CCOP(=O)(OCC)C(C#N)=C1SCN(c2ccc(Cl)cc2)CS1,-13,3,-20,-1,-6,-1,-3,-16[20 µM],6
Cc1cccc(OCC(=O)NC(=S)Nc2ccccc2N2CCOCC2)c1,-5,0,-16,0,-6,-2,1,-8,-3
Cc1nc([N+](=O)[O-])c(C(=O)OCc2ccccc2Br)n1C,-22,-21,2,0,-4,4,2,-16,-5
Oc1ccc(Nc2nc(-c3ccc4ccccc4c3)cs2)cc1,-9,-7,7,-7,0,2,-4,-11[20 µM],9
Cc1cccc(C)c1NC(=O)CSc1ccc([N+](=O)[O-])cn1,-19,5,-12,5,-1,0,0,-1,0
CC(=O)c1cnc(-c2ccccc2Cl)s1,-10,-24,-11,0,-5,0,-1,-23,0
Cc1cccc(N2CCN(C(=O)c3cccc(S(=O)(=O)N4CCc5ccccc5C4)c3)CC2C)c1 (stereo not given),-11,7,-20,1,-1,-1,-13,-22,0
Cc1cc(=O)[nH]c(SCC(=O)Nc2ccc(Br)cc2)n1,-2,-16,-7,0,-6,6,-15,-27,0
